Bioassay records from PubChem BioAssay.
Mtb BioA inh = inhibitors of Mycobacterium tuberculosis BioA enzyme. purified M. tuberculosis BioA enzyme, plate reader. inhibition, % at 9.99 µM. 0.096% of 360,000 active. AID 602481; in the data active means inhibition above about 40%
* = called active by the depositor. This is a subset (hit frequency here may not be typical).

SMILES	Mtb BioA inh
COCC(=O)Nc1ccc2c(c1)[C@H]1C[C@@H](CC(=O)OC)O[C@@H](CO)[C@H]1O2	-0.2
C[C@@H]1CN([C@@H](C)CO)C(=O)c2ccccc2-c2ccccc2CO[C@H]1CN(C)C(=O)C1CC1	2.4
CCCN(C)C[C@@H]1OCCCC[C@H](C)Oc2ccc(NC(=O)C3CCCCC3)cc2C(=O)N([C@@H](C)CO)C[C@@H]1C	3.1
COc1ccccc1CN1[C@H](CO)[C@H]2c3ccccc3N(C(=O)c3ccc(F)cc3)C[C@H]21	1.4
CCC(=O)N[C@@H]1CC[C@H](CC(=O)NCc2ccc(OC)cc2)O[C@H]1CO	-1.3
CCCNC(=O)[C@@H]1[C@@H](CO)[C@@H]2Cn3c(ccc(C4=CCCC4)c3=O)[C@H]1N2C(=O)CC	-1.7
C[C@H](O)C#Cc1ccc([C@H]2[C@@H](CO)N3CCCCN(S(=O)(=O)c4ccccc4)C[C@H]23)cc1	1.4
CNC(=O)C1=C[C@@H](c2ccc(OC)cc2)C[C@@H](OCCCCO)O1	0.2
C[C@H]1CCCCO[C@H](CN(C)S(=O)(=O)c2ccc(Cl)cc2)[C@@H](C)CN([C@@H](C)CO)C(=O)c2cc(NC(=O)Nc3ccc(F)cc3)ccc2O1	-0.9
CC(C)NC(=O)Nc1ccc2c(c1)C(=O)N([C@H](C)CO)C[C@@H](C)[C@H](CN(C)Cc1ccncc1)O2	3.0
COc1ccc(C(=O)Nc2ccc3c(c2)C(=O)N(C)C[C@H](OC)[C@H](C)CN(C(C)=O)[C@@H](C)CO3)cc1	-0.4
C[C@H]1CN([C@@H](C)CO)C(=O)c2cccc(NC(=O)NC3CCCCC3)c2O[C@H]1CN(C)Cc1ccc(Oc2ccccc2)cc1	-2.2
C[C@H](CO)N1C[C@H](C)[C@@H](CN(C)C)OCCCC[C@H](C)Oc2ccc(NC(=O)c3ccccc3)cc2C1=O	19
C[C@@H]1CCCCO[C@H](CN(C)S(=O)(=O)c2ccc(F)cc2)[C@@H](C)CN([C@@H](C)CO)C(=O)c2cc(NC(=O)Nc3ccc4c(c3)OCO4)ccc2O1	-0.7
CCO[C@@H]1OC(C(=O)N2CCN(Cc3ccccc3)CC2)=C[C@H](C2CCCCC2)[C@H]1CCCO	3.2
CO[C@H]1CN(C)C(=O)c2cc(NC(=O)c3ccc(F)cc3)ccc2OC[C@H](C)N(C(C)=O)C[C@H]1C	2.9
C[C@@H]1CN([C@H](C)CO)C(=O)Cc2cc(N(C)C)ccc2O[C@H]1CN(C)Cc1ccc(Oc2ccccc2)cc1	-1.0
COc1ccc(CN(C)C[C@H]2OCCCC[C@@H](C)Oc3ccc(N(C)C)cc3C(=O)N([C@@H](C)CO)C[C@H]2C)cc1	0.4
CCCC(=O)Nc1ccc2c(c1)C(=O)N(C)[C@@H]1CC[C@@H](CC(=O)OC)O[C@H]1CO2	-2.4
CCS(=O)(=O)N[C@H]1C=C[C@@H](CC(=O)NCc2ccc(F)cc2)O[C@H]1CO	0.8
COC(=O)C[C@H]1CC[C@@H]2[C@@H](COc3ccc(NC(=O)Nc4cccc(F)c4)cc3C(=O)N2C)O1	24
CO[C@@H]1CN(C)C(=O)c2cc(C#N)ccc2OCC[C@H]2CC[C@@H](OC)[C@@H](CN(C)C(=O)[C@H]1C)O2	-1.2
CC=Cc1ccc2n(c1=O)C[C@H]1[C@H](CO)[C@@H](C(=O)N[C@@H](C)c3ccccc3)[C@@H]2N1Cc1cncnc1 (mixture of isomers)	-1.7
C[C@@H]1CCCCO[C@H](CN(C)S(=O)(=O)c2cccs2)[C@H](C)CN([C@H](C)CO)C(=O)c2cc(N(C)C)ccc2O1	0.1
CCNC(=O)Nc1ccc2c(c1)C(=O)N(C)[C@@H]1CC[C@H](CC(=O)NCC3CCCCC3)O[C@H]1CO2	-1.0
Following part.
SMILES	Mtb BioA inh
COc1ccc(CNC(=O)C[C@H]2C[C@H]3c4cc(NS(C)(=O)=O)ccc4O[C@H]3[C@@H](CO)O2)cc1	-0.1
CO[C@H]1CN(C)C(=O)c2cc(NC(=O)c3ccc(F)cc3)ccc2OC[C@H](C)N(C)C[C@H]1C	0.1
C[C@H](CO)N1C[C@H](C)[C@H](CN(C)Cc2ccc(C(=O)O)cc2)Oc2ccc(NC(=O)Nc3ccccc3)cc2C1=O	-1.3
CC(C)NC(=O)Nc1ccc2c(c1)C(=O)N([C@H](C)CO)C[C@H](C)[C@@H](CN(C)C(=O)C1CCCCC1)OCCCC[C@H](C)O2	0.1
O=C(NCC[C@@H]1CC[C@@H](NS(=O)(=O)c2ccccc2)[C@H](CO)O1)c1cc(Cl)cc(Cl)c1	2.5
COCC(=O)N1[C@H](CO)[C@@H]2c3ccccc3N(C(=O)Nc3ccccc3F)C[C@@H]21	1.6
Cn1cnc(S(=O)(=O)N[C@H]2C=C[C@@H](CC(=O)N3CCN(c4ccccc4)CC3)O[C@H]2CO)c1	-0.1
CCS(=O)(=O)NCC[C@H]1CC[C@@H](NC(=O)C2CCC2)[C@H](CO)O1	-4.6
CO[C@H]1CN(C)C(=O)c2cc(NC(=O)NC(C)C)ccc2OC[C@@H](C)N(CC2CC2)C[C@H]1C	0.1
CN1CCN(C(=O)C[C@@H]2C[C@H]3c4cc(NC(=O)Nc5ccc(C(F)(F)F)cc5)ccc4O[C@H]3[C@@H](CO)O2)CC1	0.1
CCC(=O)N1[C@H](CO)[C@@H](c2ccc(-c3cccnc3)cc2)[C@@H]1CN(CC)C(C)=O	5.1
O=C(O)C[C@H]1C[C@@H]2c3cc(NC(=O)C4CCC4)ccc3O[C@@H]2[C@@H](CO)O1	-0.5
C[C@H](NC(=O)C[C@@H]1C=C[C@H](NC(=O)Cc2ccccn2)[C@@H](CO)O1)c1ccccc1	-2.8
C[C@@H]1CN([C@H](C)CO)C(=O)c2cc(C#Cc3cccnc3)cnc2O[C@H]1CN(C)Cc1cccnc1	25
C[C@H](CO)N1C[C@H](C)[C@H](CN(C)S(=O)(=O)c2ccc(Cl)cc2)Oc2c(NC(=O)c3ccncc3)cccc2C1=O	-1.0
CCCNC(=O)N1C[C@@H](O)COC[C@@H]2O[C@@H](CC(=O)NCc3ccncn3)CC[C@H]21	0.2
Cc1noc(C)c1NC(=O)N(C)C[C@@H]1Oc2ccc(NC(=O)CCC(F)(F)F)cc2C(=O)N([C@@H](C)CO)C[C@@H]1C	-0.7
C[C@@H]1CCCCO[C@H](CN(C)S(=O)(=O)c2cccs2)[C@H](C)CN([C@@H](C)CO)C(=O)c2cc(NC(=O)Nc3cccc4ccccc34)ccc2O1	-2.5
O=C(Nc1cc(F)ccc1F)N1CCCCN2[C@@H](CO)[C@H](c3ccc(-c4ccccc4)cc3)[C@@H]2C1	-2.2
Cc1ccc(S(=O)(=O)N[C@H]2CC[C@H](CCNC(=O)Nc3ccc(Cl)cc3)O[C@H]2CO)cc1	-0.5
C[C@H]1CCCCO[C@@H](CN(C)C(=O)Nc2ccc(C(F)(F)F)cc2)[C@@H](C)CN([C@@H](C)CO)C(=O)c2cc(NC(=O)c3ccncc3)ccc2O1	-0.5
CCNC(=O)C[C@H]1CC[C@H]2[C@@H](COc3ccc(NC(=O)Cc4cccs4)cc3C(=O)N2C)O1	0.8
CCCNC(=O)N1[C@@H]2c3ccc(-c4ccccc4OC)c(=O)n3C[C@H]1[C@H](CO)[C@H]2C(=O)O	-2.9
Cc1noc(C)c1NC(=O)N(C)C[C@H]1Oc2c(NC(=O)C3CC3)cccc2C(=O)N([C@@H](C)CO)C[C@H]1C	-2.9
Cc1ccccc1S(=O)(=O)NCC[C@H]1CC[C@H](NC(=O)C2CCOCC2)[C@@H](CO)O1	3.4

Some of the entries above, reformatted:
structure | Mtb BioA inh
C[C@H](NC(=O)C[C@@H]1C=C[C@H](NC(=O)Cc2ccccn2)[C@@H](CO)O1)c1ccccc1 | -2.8
C[C@@H]1CN([C@H](C)CO)C(=O)c2cc(C#Cc3cccnc3)cnc2O[C@H]1CN(C)Cc1cccnc1 | 25
C[C@H](CO)N1C[C@H](C)[C@H](CN(C)S(=O)(=O)c2ccc(Cl)cc2)Oc2c(NC(=O)c3ccncc3)cccc2C1=O | -1.0
CCCNC(=O)N1C[C@@H](O)COC[C@@H]2O[C@@H](CC(=O)NCc3ccncn3)CC[C@H]21 | 0.2
Cc1noc(C)c1NC(=O)N(C)C[C@@H]1Oc2ccc(NC(=O)CCC(F)(F)F)cc2C(=O)N([C@@H](C)CO)C[C@@H]1C | -0.7
C[C@@H]1CCCCO[C@H](CN(C)S(=O)(=O)c2cccs2)[C@H](C)CN([C@@H](C)CO)C(=O)c2cc(NC(=O)Nc3cccc4ccccc34)ccc2O1 | -2.5
O=C(Nc1cc(F)ccc1F)N1CCCCN2[C@@H](CO)[C@H](c3ccc(-c4ccccc4)cc3)[C@@H]2C1 | -2.2
Cc1ccc(S(=O)(=O)N[C@H]2CC[C@H](CCNC(=O)Nc3ccc(Cl)cc3)O[C@H]2CO)cc1 | -0.5
C[C@H]1CCCCO[C@@H](CN(C)C(=O)Nc2ccc(C(F)(F)F)cc2)[C@@H](C)CN([C@@H](C)CO)C(=O)c2cc(NC(=O)c3ccncc3)ccc2O1 | -0.5
CCNC(=O)C[C@H]1CC[C@H]2[C@@H](COc3ccc(NC(=O)Cc4cccs4)cc3C(=O)N2C)O1 | 0.8
CCCNC(=O)N1[C@@H]2c3ccc(-c4ccccc4OC)c(=O)n3C[C@H]1[C@H](CO)[C@H]2C(=O)O | -2.9
Cc1noc(C)c1NC(=O)N(C)C[C@H]1Oc2c(NC(=O)C3CC3)cccc2C(=O)N([C@@H](C)CO)C[C@H]1C | -2.9

Other entries
SMILES	Mtb BioA inh
COc1cccc(CNC(=O)C[C@@H]2C=C[C@@H](NC(=O)C3CCOCC3)[C@@H](CO)O2)c1	0.7
COCC(=O)N1C[C@@H](C)[C@H](OC)CN(C)C(=O)c2cc(NC(=O)c3cc(C)on3)ccc2OC[C@@H]1C	-1.0
CCCNC(=O)N(C)C[C@@H]1Oc2cc(C#Cc3ccccn3)ccc2S(=O)(=O)N([C@@H](C)CO)C[C@@H]1C	-0.8
CO[C@@H](CN(C)S(=O)(=O)c1ccc(F)cc1)[C@@H](C)CN(Cc1ccccc1Cl)[C@H](C)CO	-1.9
CC(C)[C@@H](C)NC(=O)N(C)C[C@H]1OCc2ccccc2-c2ccccc2C(=O)N([C@@H](C)CO)C[C@@H]1C	-3.0
C[C@@H]1CCCCO[C@H](CN(C)Cc2ccc(Cl)c(Cl)c2)[C@H](C)CN([C@@H](C)CO)C(=O)c2cc(NC(=O)CCC(F)(F)F)ccc2O1	-1.8
C[C@@H]1CCCCO[C@@H](CN(C)C(=O)c2ccncc2)[C@@H](C)CN([C@H](C)CO)C(=O)c2cc(NC(=O)c3ccncc3)ccc2O1	2.0
COc1ccc(S(=O)(=O)N[C@H]2C=C[C@@H](CC(=O)N3CCN(c4ccccc4)CC3)O[C@@H]2CO)cc1	-0.5
C[C@@H]1CCCCO[C@@H](CN(C)C(=O)Nc2ccc(C(F)(F)F)cc2)[C@H](C)CN([C@H](C)CO)C(=O)c2cc(NS(=O)(=O)c3cccs3)ccc2O1	3.2
Cc1noc(C)c1NC(=O)N(C)C[C@@H]1Oc2ccc(NS(=O)(=O)c3cccs3)cc2C(=O)N([C@@H](C)CO)C[C@H]1C	-0.8
CN(C)CC(=O)N[C@@H]1CC[C@H](CCNC(=O)C2CCC2)O[C@@H]1CO	-1.9
N#C[C@@H]1[C@@H](c2ccc(C3=CCCC3)cc2)[C@@H](CO)N1c1nc(-c2ccccc2)cs1	-4.0
CCNC(=O)C[C@H]1C=C[C@@H](NC(=O)NC2CCCCC2)[C@H](CO)O1	-2.1
CCS(=O)(=O)NCC[C@@H]1CC[C@H](NS(=O)(=O)c2ccccc2C)[C@H](CO)O1	2.6
C[C@@H]1CN([C@@H](C)CO)C(=O)c2cccc(NC(=O)Nc3ccccc3)c2O[C@H]1CN(C)CC1CC1	0.5
CN(C)C(=O)[C@H]1[C@H](CO)[C@H]2Cn3c(ccc(C4=CCCCC4)c3=O)[C@@H]1N2C	-3.4
C[C@H]1CN([C@@H](C)CO)C(=O)c2cc(NS(=O)(=O)c3ccc(Cl)cc3)ccc2O[C@H]1CN(C)Cc1ccc2c(c1)OCO2	0.0
C[C@@H]1CN([C@@H](C)CO)S(=O)(=O)c2ccc(-c3ccc(C#N)cc3)cc2O[C@H]1CN(C)Cc1cccc(F)c1	3.2
C[C@@H](NC(=O)C[C@@H]1CC[C@H](NC(=O)C2CC2)[C@H](CO)O1)c1ccccc1	-1.3
CC(C)NC(=O)Nc1ccc2c(c1)C(=O)N([C@@H](C)CO)C[C@H](C)[C@H](CN(C)S(=O)(=O)c1ccc(F)cc1)OCCCC[C@H](C)O2	34
COc1ccc(CNC(=O)N(C)C[C@@H]2OCc3ccccc3-c3c(n(C)c4ccccc34)C(=O)N([C@@H](C)CO)C[C@H]2C)cc1	2.1
C[C@H]1CN([C@@H](C)CO)C(=O)c2cccc(NC(=O)Nc3ccc(C(F)(F)F)cc3)c2O[C@H]1CN(C)CC1CC1	0.8
COCC(=O)N[C@H]1C=C[C@@H](CC(=O)NCc2ccccc2OC)O[C@@H]1CO	-0.7
CCS(=O)(=O)Nc1ccc2c(c1)C(=O)N(C)C[C@H](OC)[C@@H](C)CN(C(=O)NC(C)C)[C@@H](C)CO2	-2.0
COc1ccccc1-c1ccc([C@H]2[C@@H](CO)N(C(=O)NC3CCCCC3)[C@H]2C#N)cc1	-2.8
Additional entries:
SMILES	Mtb BioA inh
C[C@H](CO)N1C[C@H](C)[C@@H](CN(C)Cc2ccncc2)Oc2ccc(NS(C)(=O)=O)cc2C1=O	-2.1
Cc1noc(C)c1S(=O)(=O)Nc1ccc2c(c1)CC(=O)N([C@@H](C)CO)C[C@@H](C)[C@@H](CN(C)Cc1ccc3c(c1)OCO3)O2	-2.6
Cc1ccc(-c2cnc3c(c2)C(=O)N([C@@H](C)CO)C[C@@H](C)[C@@H](CN(C)Cc2ccccc2F)O3)cc1	-0.3
CC(=O)Nc1ccc2c(c1)C(=O)N(C)[C@H]1CC[C@H](CC(=O)NCc3ccccc3Cl)O[C@H]1CO2	-3.0
C[C@@H]1CN([C@@H](C)CO)C(=O)Cc2cc(NS(=O)(=O)c3cccs3)ccc2O[C@H]1CN(C)CC1CCCCC1	0.9
CCC(=O)N[C@@H]1C=C[C@@H](CC(=O)NCC2CCCCC2)O[C@@H]1CO	-2.0
CCC(=O)N1[C@H](CO)[C@H](c2ccc(-c3cccc(F)c3)cc2)[C@@H]1CN(C)C(C)=O	3.8
CCC(=O)N1C[C@@H](C)[C@H](OC)CN(C)C(=O)c2ccc(NC(=O)c3cc(C)on3)cc2OC[C@H]1C	-2.5
